# CCR6 antagonist = antagonists of human CCR6 receptor; inhibition, % at 20 µM; 340,000 tested, 0.49% active; P51684; CHO-K1 CCR6 PathHunter beta-arrestin, luminescence, CCL20-stimulated;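 active = compounds whose inhibition of the agonist-driven luminescence signal at 20 µM reaches about 50%, limit read from the data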;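 note: cells stimulated with CCL20 at 14 nM final; plate controls were DMSO with CCL20 for no effect and DMSO without agonist for full effect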
# Target sequence (P51684 whole entry, looked up): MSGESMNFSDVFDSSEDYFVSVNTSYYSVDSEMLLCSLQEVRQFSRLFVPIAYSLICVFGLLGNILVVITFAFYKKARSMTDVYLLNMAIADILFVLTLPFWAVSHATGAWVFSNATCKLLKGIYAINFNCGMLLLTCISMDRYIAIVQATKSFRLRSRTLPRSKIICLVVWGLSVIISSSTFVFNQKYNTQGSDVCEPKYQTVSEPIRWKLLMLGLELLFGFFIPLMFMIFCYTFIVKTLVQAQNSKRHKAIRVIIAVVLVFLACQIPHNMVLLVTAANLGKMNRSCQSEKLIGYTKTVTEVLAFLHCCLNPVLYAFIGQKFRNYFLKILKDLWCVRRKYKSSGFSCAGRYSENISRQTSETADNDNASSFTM
# GRIN3A LBD mod = modulates the human NR3A ligand-binding domain | NR3A LBD differential scanning fluorimetry, Tm shift; 0% = protein alone, 100% = glycine-bound protein | Tm shift relative to glycine control, % at 25 µM | 340,000 tested, 2.5% active;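 active = melting temperature shift of at least 10% of the positive control shift, at one fixed dose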
# MPTP inh = permeability transition pore inhibition | isolated mouse mitochondria, Ca2+ swelling absorbance, 30 min | inhibition, % at 10 µM | 360,000 tested, 1.4% active;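 active = inhibition of 50% or more, scaled per plate between neutral and stimulator controls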;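 note: 0% = DMSO wells given calcium and 100% = 1 mM EGTA wells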
# CXCR6 block = blocks human CXCR6 beta-arrestin recruitment; O00574; CHO-K1 PathHunter CXCR6 beta-arrestin, luminescence; inhibition, % at 20 µM; 360,000 tested, 0.36% active; in the data active = inhibition above about 34%, passing the limit was not always enough;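 note: antagonist mode with CXCL16 agonist at 10 nM final; 0% = 10 nM CXCL16 with DMSO and 100% = unstimulated wells without agonist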
# APOBEC3A inh = blocks human APOBEC3A ssDNA deamination; P31941; recombinant A3A, FAM/TAMRA ssDNA deamination fluorescence; inhibition, % at 20 µM; 330,000 tested, 0.41% active;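 active = at least 40% inhibition at 20 µM here, with at most 30% in a related deaminase screen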;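 note: plate controls were A3A with DMSO for no effect and wells lacking A3A enzyme for full effect; some results filed as inactive read as strong as hits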
# Target sequence (P31941 whole entry, looked up): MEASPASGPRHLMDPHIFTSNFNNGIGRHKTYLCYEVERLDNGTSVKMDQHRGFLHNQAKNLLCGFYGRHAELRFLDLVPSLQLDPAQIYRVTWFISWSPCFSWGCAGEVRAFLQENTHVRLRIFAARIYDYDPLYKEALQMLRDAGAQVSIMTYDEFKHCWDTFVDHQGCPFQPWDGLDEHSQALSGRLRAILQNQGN
# APOBEC3G inh = inhibitors of human APOBEC3G DNA deaminase; recombinant A3G, ssDNA deamination FAM/TAMRA fluorescence; 330,000 tested, 0.28% active; inhibition, % at 20 µM; AID 493012; Q9HC16;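 active = inhibition of at least 40% at 20 µM, with no more than 30% in the related APOBEC3A deaminase screen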;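 note: plate controls were DMSO wells with A3G for no effect and wells lacking A3G enzyme for full effect; some compounds called inactive have numbers as strong as hits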
# EBI2 block = antagonists of human EBI2 receptor; P32249; EBI2 beta-arrestin recruitment, luminescence, 7a,25-OHC stimulated; inhibition, % at 5 µM; 360,000 tested, 0.81% active; in the data active = inhibition above about 38%;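 note: enzyme fragment complementation signal reports receptor beta-arrestin coupling in cells; 0% = agonist plus DMSO wells and 100% = wells without agonist; some results beyond the cut were filed as inactive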
# Target sequence (P32249 whole entry, looked up, the tested form may be a part): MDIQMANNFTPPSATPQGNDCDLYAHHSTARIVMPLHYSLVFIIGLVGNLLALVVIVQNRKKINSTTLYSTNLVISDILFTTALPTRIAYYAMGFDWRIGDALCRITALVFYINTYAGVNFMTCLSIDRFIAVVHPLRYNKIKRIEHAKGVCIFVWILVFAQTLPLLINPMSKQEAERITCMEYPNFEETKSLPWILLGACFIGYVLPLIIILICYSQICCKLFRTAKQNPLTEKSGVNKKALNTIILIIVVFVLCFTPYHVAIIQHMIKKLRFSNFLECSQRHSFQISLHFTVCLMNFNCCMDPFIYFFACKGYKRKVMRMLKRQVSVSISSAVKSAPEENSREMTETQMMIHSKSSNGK
# Gli-Sufu antag = antagonists of Gli-Sufu signaling. Sufu-KO-LIGHT fibroblasts, Gli luciferase reporter luminescence. 340,000 tested, 0.74% active. inhibition, % at 5 µM. AID 588413;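 active = inhibition above about 55%, limit read from the data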;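 note: 0% = DMSO-treated cells and 100% = wells with medium but no cells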
# Numbers without * were called inactive; nt = no result given. Random draw from the library. Share with any hit: about 5.8%.
# Every second line gives: CCR6 antagonist	GRIN3A LBD mod	MPTP inh	CXCR6 block	APOBEC3A inh	APOBEC3G inh	EBI2 block	Gli-Sufu antag
> CC(C)C[C@H](N)c1nnc(S(=O)(=O)Cc2cccc(F)c2)o1
    13	-11	0.7	13	5	-6	-4	-6
> CCCOc1ccc(Br)cc1CSC(=N)N
    9	-1	97*	-5	-3	-4	-3	61*
> CSc1ccc(S(=O)(=O)NCc2ccc(C)cc2)cc1
    6	-3	1.8	-10	2	-6	-9	-6
> O=C(Nc1ccccc1)c1ccccc1NC(=O)[C@H]1CCCC[C@H]1C(=O)O
    1	2	0.1	1	2	5	4	1
> Cc1ccc(C(=O)N2N=C(c3ccc(NS(C)(=O)=O)cc3)CC2c2cccs2)cc1 (stereo not given)
    21	-9	0.6	-5	-2	18	-33	3
> COc1ccc(C2CC(C(F)(F)F)n3ncc(C(=O)O)c3N2)cc1OC (stereo not given)
    -6	1	-2.0	1	-3	-4	-6	3
> CCN(CC(=O)Nc1cc(Cl)ccc1C)C(=O)c1ccc(=O)n(Cc2ccccc2)n1
    38	2	1.3	20	4	0	7	-1
> CCOc1ccc(C(c2c(O)nc(SC)[nH]c2=O)c2c(O)nc(SC)[nH]c2=O)cc1
    -1	1	9.7	-8	1	-1	-10	0
> COc1cccc(N=C(N)N)c1
    -4	1	1.5	-6	1	-6	-11	-15
> Cc1ccc(-c2nc3cccnc3s2)cc1NS(C)(=O)=O
    -3	-1	-0.8	-3	-1	-3	-1	-40
> O=C(OCc1nnc(-c2ccc([N+](=O)[O-])cc2)o1)C1CC(=O)N(CCc2ccccc2)C1 (stereo not given)
    -20	-1	0.0	-8	3	0	2	6
> CN(C)c1ccc(C=NNc2ccccn2)c(Cl)c1
    9	2	4.8	2	nt	nt	7	-86
> COC(=O)c1sc(-c2ccc(Cl)cc2)cc1NC(=O)COCC(=O)O
    4	3	3.3	14	-3	-6	-3	1
> COc1ccc(-n2cc(-c3ccc(OC)c(OC)c3)[nH]c2=S)cc1
    -13	0	1.6	-9	0	-6	9	-7
> Cc1nn(-c2ccccc2)c(NC(=O)c2cccs2)c(-c2ccccc2)c1=O
    6	-5	-1.1	4	1	-3	-13	-16
> COc1cc(SC)ccc1C(=O)Nc1ccncc1
    3	-1	1.6	-12	0	0	-2	3
> Cc1c(C(=O)Nc2ccc3c4c(cccc24)CC3)cccc1[N+](=O)[O-]
    9	-14	0.1	2	-5	-4	-7	1
> CCCN1CCC(CCOc2ccccc2)(C(=O)OCC)CC1
    4	-2	2.1	2	2	-3	8	23
> O=C(CSc1ncccc1C(=O)O)NCCC1=CCCCC1
    11	0	0.6	-4	4	-4	4	6
> Cn1c(SCC(=O)NC2CCS(=O)(=O)C2)nc2ccccc21 (stereo not given)
    5	1	-0.3	4	-2	-7	-4	0
> O=C(NCC(=O)N(c1cccnc1)C(C(=O)NC1CCCCC1)c1ccccc1)c1ccco1 (stereo not given)
    11	-2	0.7	-2	-2	-9	6	24
> CC(=O)OCC1OC(COC(C)=O)(c2ccc(C)cc2)C(OC(C)=O)C1OC(C)=O (stereo not given)
    10	1	-1.2	-5	nt	nt	-1	7
> CCN(C[C@H]1N[C@@](C)(C(=O)OC)[C@H]2C(=O)N(Cc3ccccc3)C(=O)[C@@H]12)S(=O)(=O)c1ccc(OC)cc1
    12	-1	-1.1	-6	-2	-7	-1	-24
> Cc1nc2nc(SCC(=O)NCc3ccco3)nn2c(C)c1Cc1ccccc1
    15	-1	-0.7	1	2	-3	-9	-3
> CN(c1ncc(C(F)(F)F)cc1Cl)N1C(=O)c2cccc([N+](=O)[O-])c2C1=O
    -29	2	-2.1	-12	-6	-1	2	-6
> COCCn1cc(C(=O)N2CCN(C)CC2)c2c3ccccc3n(C)c2c1=O
    1	0	-0.9	-10	2	-2	4	10
> CCOC(=O)Cc1ncccc1C(=O)Nc1ccc(Oc2ccccc2)cc1
    45	2	0.5	28	0	-7	17	8
> Cc1c(C(=O)NCc2cccnc2)oc2ccc(S(=O)(=O)N3CCCCCC3)cc12
    16	-1	4.7	-17	2	-3	5	3
> CN(CCOc1ccc(Cl)cc1)C(=O)c1cc(S(=O)(=O)N2CCOCC2)ccc1N1CCCC1
    10	2	0.9	6	-4	-6	5	11
> CN1CC(=O)Nc2ccccc2C1=O
    11	3	-0.9	-4	-2	3	3	-1
> O=C(Nc1ccc(CN2CCOCC2)cc1)c1cc(Cl)ccc1Cl
    11	-1	-0.9	-4	1	-2	-6	-8
> CC(C)c1ccccc1NC(=O)CNCCOc1ccccc1F
    6	1	0.2	4	-1	-5	-11	10
> CCOC(=O)c1c(NC(=O)c2cccs2)sc(CC)c1-c1cccs1
    15	3	2.1	9	-3	-9	13	12
> Cc1cc(=O)oc(C)c1C(=O)NCCCN1CCN(c2ccc(F)cc2)CC1
    11	-1	14	-3	-4	-8	3	5
> CCCCC/C=N\NC(=O)Cc1ccc([N+](=O)[O-])cc1
    -3	0	-0.1	-4	1	-5	-4	-7
> COc1ccc(-n2cc(CN(C)C(C)c3ccncn3)c(-c3cccc(F)c3)n2)cc1 (stereo not given)
    13	-4	1.6	-2	-1	-6	14	2
> CN1CCN(c2nc3c(c(=O)[nH]c(=O)n3C)n2Cc2cccc(Br)c2)CC1
    6	-1	-1.6	-7	-4	-3	-12	8
> Cc1ccc(-n2c(C)cc(C(=O)CSc3n[nH]c(N)n3)c2C)cc1
    3	0	30	-1	-2	-7	-5	-28
> O=C(O)c1cccc(S(=O)(=O)N2CCSCC2)c1
    5	0	-0.4	11	2	1	-10	-14
> COc1ccc(C(=O)NCc2nnc(SCC(=O)N3CCCc4ccccc43)o2)cc1OC
    -9	-3	0.8	1	5	-2	-1	-3
> Cc1[nH]n(-c2ccc(Cl)cc2)c(=O)c1C(=O)c1ccccc1
    -4	-2	-0.1	-1	-1	-1	2	4
> O=C(NC(=S)NCC1CCCO1)c1cccs1 (stereo not given)
    -11	2	0.9	-3	-5	-10	-8	-10
> Nc1nonc1-n1nnc(C(=O)N/N=C/c2c(F)cccc2Cl)c1-c1ccc2c(c1)OCO2
    -11	-2	-1.0	-6	-5	-9	-10	0
> CCC(C)(C)NC(=O)C(c1ccc(F)cc1)N(Cc1ccco1)C(=O)c1cnccn1 (stereo not given)
    5	-3	-0.2	7	0	7	10	-17
> O=C(CSc1nnnn1-c1cccnc1)Nc1ccc(OCc2ccccc2)cc1
    5	6	1.4	-4	-4	-4	-4	-1
> O=C(CCC(=O)Nc1ccccc1)NCCO
    -7	0	-3.3	6	-1	-1	-8	-86
> Cc1ccc(C(=O)N/C(=C\c2ccccc2)C(=O)NCCN2CCOCC2)cc1
    19	-3	-0.5	6	1	1	-6	13
> C=CCn1c(=O)c2c(nc3n2CCN3c2cccc(Cl)c2C)n(C)c1=O
    26	0	2.0	7	-2	-7	15	21
> CC(=O)N(c1nc(/C=C\C(=O)O)cs1)c1ccccc1F
    7	0	1.1	-4	2	-2	1	3
> Cc1[nH]nc2c1C1(C(=O)N(Cc3ccc(Cl)cc3)c3ccccc31)C(C#N)=C(N)O2 (stereo not given)
    1	-21	0.6	2	-4	-8	-2	6
> OCCC1CN(Cc2ccc3ncccc3c2)CCN1Cc1ccccc1 (stereo not given)
    8	-4	-0.2	-7	-1	-1	-7	10
> CCOC(=O)N1CCN(C(=O)c2cccc(OC)c2O)CC1
    -9	0	2.4	-3	-2	-8	6	-20
> COc1ccc(OC)c(N/C=C/C(=O)c2ccc(OC)c(OC)c2)c1
    11	6	0.4	1	-5	5	13	7
> COc1ccc(C(CCN(Cc2ccc(OC)c(OC)c2)C(C)=O)c2ccccc2)cc1 (stereo not given)
    8	-5	2.6	10	-3	-8	9	57*
> O=C(CSc1ccc([N+](=O)[O-])cc1)Nc1cccc(S(=O)(=O)N2CCOCC2)c1
    10	-3	0.3	1	-4	-6	-5	-6
> Cc1ccc(C2NS(=O)(=O)N=C2N)cc1 (stereo not given)
    -12	-3	0.7	-5	2	1	-10	-1
> CCCN(N=Nc1cccc([N+](=O)[O-])c1)c1cccc([N+](=O)[O-])c1
    8	-1	8.2	18	-8	-6	14	12
> CC1(C)CC(=O)C2=C(C1)Nc1ccccc1NC2c1cccc(F)c1 (stereo not given)
    -7	1	-1.4	2	-7	-9	3	12
> COc1ccc(/C=C2\C(=O)NC(=S)N2C(=O)c2ccc(C)cc2)cc1
    9	5	7.0	2	4	-3	-16	-8
> Cc1nc2ccccc2c(=O)n1/N=C/c1ccc(O)cc1
    10	-1	-0.4	4	-3	0	-2	-4

# Following part.
# Every second line gives: CCR6 antagonist	GRIN3A LBD mod	MPTP inh	CXCR6 block	APOBEC3A inh	APOBEC3G inh	EBI2 block	Gli-Sufu antag
> CCOc1ccccc1NC1c2ccccc2C(=O)N1c1ccc(C)cn1 (stereo not given)
    24	-2	-0.5	4	0	-3	9	7
> Cc1cc(NC(=O)CSc2ccc3nnc(-c4cccnc4)n3n2)no1
    -7	-1	-0.1	3	-1	-7	-5	14
> Cc1nn(C)cc1CNC(=O)c1cccc(Cl)c1
    3	0	-1.9	0	1	-3	-4	-5
> COc1ccc(NC(=O)CC2C(=O)N(c3ccc(OC)cc3)C(=O)N2CCc2cccs2)cc1 (stereo not given)
    5	-1	0.9	4	-4	-8	4	5
> CCOC(=O)C(CO)(NC(C)=O)C(=O)OCC
    1	1	0.9	1	-1	-2	5	4
> O=C(NCc1c[nH]c2ccccc12)c1ccccc1
    0	0	1.2	-6	-1	7	-9	0

# A second format for 12 compounds above:
compound,CCR6 antagonist,GRIN3A LBD mod,MPTP inh,CXCR6 block,APOBEC3A inh,APOBEC3G inh,EBI2 block,Gli-Sufu antag
COc1ccc(C(CCN(Cc2ccc(OC)c(OC)c2)C(C)=O)c2ccccc2)cc1 (stereo not given),8,-5,2.6,10,-3,-8,9,57*
O=C(CSc1ccc([N+](=O)[O-])cc1)Nc1cccc(S(=O)(=O)N2CCOCC2)c1,10,-3,0.3,1,-4,-6,-5,-6
Cc1ccc(C2NS(=O)(=O)N=C2N)cc1 (stereo not given),-12,-3,0.7,-5,2,1,-10,-1
CCCN(N=Nc1cccc([N+](=O)[O-])c1)c1cccc([N+](=O)[O-])c1,8,-1,8.2,18,-8,-6,14,12
CC1(C)CC(=O)C2=C(C1)Nc1ccccc1NC2c1cccc(F)c1 (stereo not given),-7,1,-1.4,2,-7,-9,3,12
COc1ccc(/C=C2\C(=O)NC(=S)N2C(=O)c2ccc(C)cc2)cc1,9,5,7.0,2,4,-3,-16,-8
Cc1nc2ccccc2c(=O)n1/N=C/c1ccc(O)cc1,10,-1,-0.4,4,-3,0,-2,-4
CCOc1ccccc1NC1c2ccccc2C(=O)N1c1ccc(C)cn1 (stereo not given),24,-2,-0.5,4,0,-3,9,7
Cc1cc(NC(=O)CSc2ccc3nnc(-c4cccnc4)n3n2)no1,-7,-1,-0.1,3,-1,-7,-5,14
Cc1nn(C)cc1CNC(=O)c1cccc(Cl)c1,3,0,-1.9,0,1,-3,-4,-5
COc1ccc(NC(=O)CC2C(=O)N(c3ccc(OC)cc3)C(=O)N2CCc2cccs2)cc1 (stereo not given),5,-1,0.9,4,-4,-8,4,5
CCOC(=O)C(CO)(NC(C)=O)C(=O)OCC,1,1,0.9,1,-1,-2,5,4
